# High-throughput results: PubChem BioAssay, several laboratories
# TNF necrop inh: inhibitors of TNF-alpha induced necroptosis in Jurkat FADD-/- cells. activation (protection from cell death), % at 10 µM. AID 463075. Jurkat FADD-/- TNF necroptosis rescue, ATP luminescence, 24 h; 0 = TNF only, 100 = no-TNF cells. hit rate 0.068% among 220,000;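 active means activation, meaning protection from cell death, of at least 50% relative to plate controls; inactive means activation below 50%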;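 further: necroptosis triggered by 40 ng/mL TNF-alpha added together with compound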
# zVAD death inh: blocks zVAD induced death of L929 cells | viability rescue, % at 10 µM | hit rate 0.38% among 220,000 | L929 zVAD necroptosis rescue, ATP luminescence, 24 h; with zVAD 60 µM;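 active means activation, scaled between plate controls, above about 75%, limit read from the data; inactive means activation under that limit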;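 further: 0% = zVAD with DMSO and 100% = DMSO alone without zVAD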
# PERK inhibitor: blocks human PERK kinase; Q9NZJ5; CHO PERK-DD fusion, SEAP luminescence translation reporter; inhibition, % at 5.6 µM; hit rate 0.17% among 220,000;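 active means inhibition above the mean inhibition of all tested compounds plus 3 SD, set separately per screening campaign, cut at about 2.9% in these data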;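 further: PERK kinase domain activated by AP20187 dimerizer at 100 nM; 0% = DMSO with dimerizer and 100% = rapamycin at 8.4 µM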
# Runt-SMMHC FRET: Runt domain-CBFb-SMMHC interaction inhibition; Q01196+Q13951; Cerulean-Runt/Venus-CBFb-SMMHC FRET ratio 530/480, 1 h; inhibition, % at 20 µM; hit rate 0.74% among 220,000;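 active means mean inhibition across duplicate retests at 20 µM reaching about 50%, limit read from the data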;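 further: 0% = DMSO wells and 100% = wells with excess untagged CBFb-SMMHC; inhibitors lower the FRET ratio by blocking Runt binding to CBFb-SMMHC; some results filed as inactive read as strong as hits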
# RBBP9 inhibitor: blocks human serine hydrolase RBBP9. inhibition, % at 7.94 µM. hit rate 0.2% among 220,000. recombinant RBBP9, FP-Rh probe fluorescence polarization. O75884;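 active means inhibition above the campaign mean of all tested compounds plus 3 SD, cut at about 14% in these data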;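 further: plate controls were DMSO wells with RBBP9 for no effect and wells lacking RBBP9 protein for full effect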
# Target sequence (O75884 whole entry, looked up): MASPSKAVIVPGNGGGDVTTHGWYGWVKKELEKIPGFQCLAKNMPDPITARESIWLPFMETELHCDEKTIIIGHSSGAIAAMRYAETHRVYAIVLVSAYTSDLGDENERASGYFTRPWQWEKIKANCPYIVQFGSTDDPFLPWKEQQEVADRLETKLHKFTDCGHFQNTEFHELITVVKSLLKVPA
#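 Measured by: FP readout at 525/598 nm; material: recombinant human RBBP9; also added: Serine-hydrolase probe FP-Rh, 375 nM pre-mixing; medium: Tris buffer pH 8.0, NaCl, Pluronic; replication: one well per compound; doses: one concentration, 7.94 µM nominal, 0.794% DMSO; timing: preincubation 30 min plus labeling 45 min at 25 °C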
# Hck Nef HTS: inhibitors of human Hck kinase activated by Nef | hit rate 0.68% among 220,000 | P08631 | inhibition, % at 20 µM | AID 463187 | Recombinant Hck-YEEI plus Nef, Z-Lyte FRET kinase assay;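 active means Hck-Nef kinase inhibition above about 50%, limit read from the data; inactive means inhibition below that limit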;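 further: 0% = DMSO with Hck plus Nef and 100% = Hck alone without Nef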
# Target sequence (P08631 whole entry, looked up): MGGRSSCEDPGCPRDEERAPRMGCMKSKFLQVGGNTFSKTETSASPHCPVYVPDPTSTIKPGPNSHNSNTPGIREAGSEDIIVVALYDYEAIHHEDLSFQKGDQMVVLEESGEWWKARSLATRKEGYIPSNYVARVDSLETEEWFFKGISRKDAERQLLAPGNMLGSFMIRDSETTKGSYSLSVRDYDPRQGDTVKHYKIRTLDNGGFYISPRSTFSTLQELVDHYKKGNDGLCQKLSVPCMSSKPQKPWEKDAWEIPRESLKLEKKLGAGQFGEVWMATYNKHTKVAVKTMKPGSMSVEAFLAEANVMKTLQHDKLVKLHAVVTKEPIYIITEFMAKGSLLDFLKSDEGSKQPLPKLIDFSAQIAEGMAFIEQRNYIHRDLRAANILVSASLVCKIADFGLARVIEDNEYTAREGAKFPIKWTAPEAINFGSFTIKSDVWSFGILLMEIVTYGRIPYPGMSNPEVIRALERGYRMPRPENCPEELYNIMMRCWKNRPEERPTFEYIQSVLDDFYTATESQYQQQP
# Runt-CBFb FRET: blocks binding of human RUNX1 Runt domain to CBFb | Q01196+Q13951 | Cerulean-Runt/Venus-CBFb FRET ratio 530/480, 1 h | inhibition, % at 20 µM | hit rate 0.46% among 220,000;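 active means inhibition over about 50% at 20 µM in the single-dose screen, limit read from the data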;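 further: 0% = DMSO wells and 100% = excess unlabeled CBFb competitor control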
#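 Assay system: Cerulean-tagged RUNX1 Runt domain (FRET donor) fusion protein / Amount: 100 nM each of Venus-CBFb and Cerulean-Runt domain / Medium: Tris buffer pH 7.5 with salts and BSA / Also added: Venus-CBFb 100 nM / Schedule: 1 h complex formation plus 1 h compound treatment, room temperature / Signal: FRET fluorescence / Read-out: loss of energy transfer signal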
# EP2 mod: EP2 receptor (human) modulation; P43116; EP2-expressing cells, cAMP HTRF FRET, PGE2 co-stimulation; induction, % at 25 µM; hit rate 0.83% among 260,000; AID 940;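 active means compounds whose cAMP rise, as percent of the full-agonist control response, exceeds 60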;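 further: rat C6 glioma line stably carrying human EP2 under a CMV promoter; the protocol text gives 20 µM as final concentration; 100% = response of wells given 1 µM PGE2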
# Target sequence (P43116 whole entry, looked up): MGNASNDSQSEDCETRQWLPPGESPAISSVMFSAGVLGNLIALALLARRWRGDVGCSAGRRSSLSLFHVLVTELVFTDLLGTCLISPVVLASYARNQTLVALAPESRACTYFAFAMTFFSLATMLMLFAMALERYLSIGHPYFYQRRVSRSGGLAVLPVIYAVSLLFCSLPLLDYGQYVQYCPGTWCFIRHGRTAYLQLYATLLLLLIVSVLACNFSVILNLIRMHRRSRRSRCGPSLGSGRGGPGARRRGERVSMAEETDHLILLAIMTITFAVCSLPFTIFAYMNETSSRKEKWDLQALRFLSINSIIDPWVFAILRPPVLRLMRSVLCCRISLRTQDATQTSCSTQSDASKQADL
# PGE2 EP2 inh: EP2 receptor (human) inhibition; hit rate 0.52% among 260,000; inhibition, % at 25 µM; AID 1422; C6 glioma cells expressing human EP2, cAMP TR-FRET; cells stimulated with saturating PGE2;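 active means percent inhibition above 40 after rounding to a whole number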;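 further: rat C6 glioma host cells with rolipram phosphodiesterase inhibitor present; the protocol text gives 20 µM as final concentration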
# Active calls of the source: *; x = no result given; & = joins results of further samples.
SMILES,TNF necrop inh,zVAD death inh,PERK inhibitor,Runt-SMMHC FRET,RBBP9 inhibitor,Hck Nef HTS,Runt-CBFb FRET,EP2 mod,PGE2 EP2 inh
O=C(/C=C/c1cccs1)N1CCC2(CC1)Oc1ccc(Cl)cc1C(=O)C21CC(c2cccnc2)=NO1 (stereo not drawn),-5.0,0.5,x,-1,x,28,-6,12,15
CCOc1ccc(OCC)c(N=c2oc3c(C)ncc(CO)c3cc2C(N)=O)c1,-4.7,-0.1,1.5,-25,-7,2,-4,-13,x
COc1cc(/C=N/n2c(-c3ccccc3)n[nH]c2=S)cc(OC)c1OC,4.9,0.4,-1.0,15,-9,11,9,14,9
COc1cccc(/C=N/n2c(N)c(S(=O)(=O)c3cccs3)c3nc4ccccc4nc32)c1OC,-10,-0.1,1.1,-7,-1,11,-4,24,4
O=C(O)CSCc1nc2scc(-c3ccccc3)c2c(=O)[nH]1,-0.1,0.0,0.2,4,-8,19,-2,7,0
CCn1c(CCNC(=O)c2ccc(Cl)cc2)n[nH]c1=S,-0.2,-0.6,0.2,2,-5,7,5,-27,21
Cc1nnc(SCC(=O)OC2CC(C)CCC2C(C)C)[nH]c1=O (stereo not drawn),0.8,0.2,0.0,0,3,0,1,17,0
C=CCN(c1ccc(C(=O)Nc2cccc(C)c2)cc1)S(C)(=O)=O,1.3,11,1.2,-1,-1,-3,1,-42,12
CN(CCO)c1cc(N2CCN(C(=O)c3ccco3)CC2)c2nonc2c1[N+](=O)[O-],1.1,-0.9,1.2,-4,6,2,-6,2,3
COc1ccc2c(c1)sc1nc(-c3ccccc3)cn12,-21,-0.4,0.3,-2,-9,-10,-4,-35,20
COc1cccc(OC)c1OCCN1CCN(C(=O)c2ccco2)CC1,-0.1,0.7,-0.5,5,-17,-21,4,17,9
C=CCOc1ccc(C2C(C(=O)c3ccco3)=C(O)C(=O)N2Cc2cccnc2)cc1 (stereo not drawn),-1.9,0.0,0.8,2,1,-1,1,27,7
CCC(CC)C(=O)Nc1cc([N+](=O)[O-])ccc1F,-0.6,0.1,0.7,3,-1,1,-1,10,6
COc1ccc(OC)c(C2CC(=O)N3CN(c4cccc(Cl)c4C)CSC3=C2C#N)c1 (stereo not drawn),-0.7,-0.1,-0.2,45,-4,-1,19,x,10
Cc1cc2cc(C)c3nnc(SCc4ccccn4)n3c2cc1C,0.9,-0.3,-0.6,-5,-6,3,-4,20,8
O=C(N/N=C/C(Cl)=C/c1ccccc1)c1ccccn1,-0.9,1.6,-0.3,-3,-9,26,1,-16,7
O=C(/C=C/c1ccc(F)cc1)NCC1(c2ccccc2)CCOCC1,3.1,0.9,-1.1,2,-8,-3,-2,-1,1
CC(C)(/C=N/NC(=O)CSCc1ccccc1Cl)CCC#N,0.9,x,-0.2,3,2,-9,-3,7,5
COc1ccc(/C=N/NC(=O)COc2ccc(Cl)cc2Cl)cc1Cn1nc(C)cc1C,0.9,1.3,-0.4,-4,-12,0,-3,-14,6
C=CCNc1nc(Cl)nc(Nc2ccc(OC)cc2)n1,-3.8,1.6,0.1,0,-8,3,2,-33,5
COc1ccc(N2CCN(C(CNS(=O)(=O)c3cccs3)c3cccnc3)CC2)cc1 (stereo not drawn),0.3,-0.1,-0.7,2,-7,-1,5,-5,-7
Cc1noc(C)c1S(=O)(=O)Nc1ccc(C(=O)N2CCc3ccccc3C2)cc1,-0.6,0.0,0.0,5,2,3,0,-11,18
CC(C)c1nc(SCC(=O)Nc2cccc(C(F)(F)F)c2)c2c(=O)n(C)c(=O)n(C)c2n1,-6.3,1.4,-0.9,-1,-7,18,-2,25,12
CC(=O)Nc1ccc(S(=O)(=O)C(C#N)c2nc3ccccc3nc2NCCCO)cc1 (stereo not drawn),-0.1,1.4,0.8,18,-1,165*,14,-14,11
CC1(C)CC(=O)C(C=NCCN2CCN(C(=O)c3ccccc3)CC2)=C(O)C1,0.1,0.0,-0.2,2,-7,-1,-1,8,11
COc1ccc(NC(=S)N2CCC(c3nc4ccccc4o3)CC2)c(OC)c1,-0.6,4.7,-0.4,0,-4,25,3,-58&-69,10&5
COc1ccc(-c2cnc(N)nc2-c2ccc(OCc3ccccc3)cc2O)cc1,3.6,3.8,-0.4,-2,-6,16,2,-25,3
COc1ccccc1C(=O)Nc1ccc(Oc2nnc(-c3ccc(C)cc3)c3ccccc23)cc1,3.1,56,0.2,-10,-1,3,-4,10,8
C=CCn1c(SCC(=O)NC2CCCC2)nc2scc(-c3ccco3)c2c1=O,1.9,0.2,-0.7,8,-10,10,10,-29,13
COC(=O)c1ccc(N2C(=O)C3CC(C)=C(C)CC3C2=O)cc1 (stereo not drawn),0.7,-0.4,0.1,0,-5,-9,-1,-17,4
Cc1csc(NC(=O)C2CCCC2)n1,0.5,-0.3,0.7,-4,0,-2,0,11,9
Cn1c(Cc2ccccc2)nnc1SCC(=O)N1CCCCC1,-1.0,-0.5,0.9,-6,-5,0,-1,12,5
O=C(CSc1nnc(Cc2cccs2)n1Cc1ccco1)Nc1ccc(Cl)cc1Cl,0.5,1.9,-0.9,33,-6,0,32,36,3
CC(=O)Nc1ccccc1OC(C)C(=O)NC(C)c1ccc(F)cc1 (stereo not drawn),4.7,1.5,0.4,3,3,6,1,-5,6
COc1ccc(CCN2C(=NC(=O)CCC(=O)O)SC3CS(=O)(=O)CC32)cc1OC (stereo not drawn),-1.1,-0.4,1.2,2,1,-1,-2,-5,6
Cc1ccc(CNC2=NCCCCC2)n1C,-0.2,0.8,2.4,2,-3,3,3,10,10
CNC(=O)CSc1nnnn1-c1ccc(C)cc1C,-2.2,0.8,0.7,0,-1,-1,0,-11&-69,0&17
CCCCCCCc1c(O)nc(SCC(=O)O)[nH]c1=O,1.8,-0.2,1.1,-7,1,-18,-1,21,9
Cc1[nH]nc(SCC(=O)NCC(C)C)c1[N+](=O)[O-],-0.6,3.0,0.4,2,-2,-1,1,6,6
CCn1c(/C=C/c2ccccc2)nc2ccccc2c1=O,0.5,42,-0.2,0,-8,18,1,18,7
C=CCn1c(SCc2cc(=O)n3cc(C)ccc3n2)nnc1-c1ccc(F)cc1,0.0,0.3,-0.9,2,-8,-2,-1,14,2
COc1ccccc1Cn1c(=S)[nH]c2cc(C(=O)NCC3CCCO3)ccc2c1=O (stereo not drawn),-1.5,-1.4,-0.2,-1,-8,30,0,-28,4
COc1cc(/C=N/NC(=O)C(Cc2c[nH]c3ccccc23)NC(=O)OCC(C)C)cc([N+](=O)[O-])c1O (stereo not drawn),0.7,-0.2,0.1,-4,-2,0,-5,1,7
O=C(CSc1nc(NS(=O)(=O)c2ccccc2)cc(=O)[nH]1)Nc1ccc(F)cc1,0.5,-0.1,-0.1,-1,-1,1,1,28,13
CCOC(=O)CC1COCCN1C(=O)CCc1nnc(-c2ccsc2)o1 (stereo not drawn),0.7,-0.5,-0.1,x,-5,19,x,20,5
Cc1ccc2nc(NC(=O)CSCc3ccccc3)sc2c1,1.2,-0.3,0.3,-6,1,1,-1,-18,11
CCN(Cc1ccccc1)C(c1ccncc1)c1nnnn1C(C)(C)C (stereo not drawn),0.0,-1.6,-0.1,1,-7,2,-2,41,3
O=C(O/N=C1\CCCc2ccccc21)c1ccc(F)cc1,-2.2,-0.1,0.3,0,-8,-2,-2,22,5
COc1cc(/C=C2\SC(=Nc3ccc(O)cc3)NC2=O)cc(OC)c1OC,-10,1.9,-0.7,-18,-3,16,-6,-3,8
CCP(=O)(c1cccc([N+](=O)[O-])c1)c1cccc([N+](=O)[O-])c1,2.2,2.0,0.1,-6,3,7,3,-12,10
CCCCCCCCOC(=O)C[N+](C)(C)C/C=C(/C)Cl,-0.4,-0.4,1.5,1,-4,5,-3,-4,4
CCS(=O)(=O)c1cc([N+](=O)[O-])c(Sc2ccccc2N)s1,0.5,0.7,1.1,12,-9,38,33,-4,8
Cc1cc(NC2CCCCC2)nc(N2CCOCC2)n1,-1.6,-0.1,0.1,1,-6,1,-2,1,23
O=C(Oc1ccccc1C(=O)Oc1ccccc1)c1cccnc1,-5.8,0.8,1.3,0,-2,17,-1,41,2
O=S(=O)(NCCc1ccccn1)c1cccs1,-1.0,-0.3,2.1,-2,13,2,1,10,8
CN1C(=O)/C(=C/c2ccco2)SC1=Nc1ccc(N2CCOCC2)cc1,0.7,x,0.1,0,-2,-7,-1,-41,9
COc1ccc(-c2ccnc3nc(N4CCN(c5ccccc5)CC4)nn23)cc1,-6.1,11,1.8,-3,-2,2,-5,0,6
CN(C1CCCCC1)S(=O)(=O)c1ccc(C(=O)O)cc1,-3.1,0.3,1.4,0,0,1,-1,5,13
CCO[C@H]1OC(C(=O)N2CCN(Cc3ccc4c(c3)OCO4)CC2)=C[C@@H](C(C)(C)C)[C@@H]1CCCO,1.2,0.1,0.8,-1,-7,1,-2,-5,8
CCC(O)CNc1nc(-n2nc(C)cc2C)nc2sc3c(c12)CC(C)(C)OC3 (stereo not drawn),1.6,0.3,0.4,0,-5,1,0,7,x

# Continuation.
SMILES,TNF necrop inh,zVAD death inh,PERK inhibitor,Runt-SMMHC FRET,RBBP9 inhibitor,Hck Nef HTS,Runt-CBFb FRET,EP2 mod,PGE2 EP2 inh
Cc1cc(NC(=O)c2cccc(S(=O)(=O)N3c4ccccc4CC3C)c2)no1 (stereo not drawn),4.2,-0.2,1.0,1,-12,26,-2,10,0
CCn1c(CNC(C)=O)nnc1SCC(=O)c1ccc(Br)cc1,-0.3,-0.6,0.2,2,-7,-5,8,7,9
CCC(=O)N1CCN(c2ccc(NC(=O)COc3ccccc3Cl)cc2)CC1,-5.9,-0.5,-2.5,-2,-1,-2,2,9,8
CN(C)c1nc(N(C)C)n(C(=O)c2ccc(F)cc2)n1,0.6,1.4,-0.5,0,-7,4,-2,27,2
O=S(=O)(NC1CCN(Cc2ccccc2)CC1)c1ccc2ccccc2c1,4.2,0.4,0.5,-1,1,20,-1,-72,4
O=c1onc(-c2ccc(Cl)cc2Cl)n1-c1cccnc1,0.3,-0.8,1.5,0,-3,5,-2,-9,8
COc1ccccc1OCCCCNC(C)(C)C,1.1,-0.1,0.1,-4,2,4,-2,33,12
CCCNCc1nnc(-c2ccccc2Cl)o1,0.8,x,-0.2,3,-10,-3,-1,3,11
CSc1ncc(Cl)c(C(=O)C(C#N)c2nc3c(C)cc(C)cc3c(=O)[nH]2)n1 (stereo not drawn),1.2,7.2,0.9,-3,-6,-7,-4,-16,11
CCc1ccc(/C=C2/C(=O)N(C)C(=S)N2CC(=O)OC)s1,0.4,0.1,0.7,1,2,-1,-2,-10,5

# Not all compounds are listed; count on the stated rates, not on these rows.
